Compound activity from PubChem BioAssay.
Growth percent in the NCI-60 one-dose screen (48 h, 10 µM unless noted): 100 = growth as untreated, 0 = no growth, -100 = all killed.
HL-60(TB) = HL-60(TB) leukemia cells. 9% of 78,000 active; active = growth percent below 10
* = called active by the depositor; & = joins results of further samples; [ ] = dose if it differs, or a comment. This is a subset; the hit share may differ from the screen's.

SMILES	HL-60(TB)
O=C(/C(=C\c1c(-c2ccccc2)[nH]c2ccccc12)S(=O)(=O)c1ccccc1)c1ccccc1	-18*
CCCCN(CC)CCCCCCCCCCN1CCCc2cc(OC)ccc21	-54*
CCN1CCN(CCNc2nccc(-c3cn(-c4ccccc4)nc3-c3ccc(Cl)c(OC)c3)n2)S1(=O)=O	79
COc1ccc2nc(NC(=O)CSc3nnc4n3S(=O)(=O)c3ccccc3N4C)sc2c1	54
O=c1c2c3c(sc2n2c(-c4ccc(Br)cc4)nnc2n1Cc1ccccc1)CCCC3	72
O=C(CCl)OCc1ccc([N+](=O)[O-])o1	100
N#CC1=C(N)Oc2ccc3ccccc3c2C1c1ccccc1Cl (stereo unspecified)	0.8*
COc1cc(-c2nc3ccccc3[nH]2)ccc1OCC(=O)N=Nc1c(O)[nH]c2ccccc12	80
COc1cc2nc(N3CCC[C@H](NC(=O)c4ccco4)C3)nc(N)c2cc1OC	93
ClC(Cl)(Cl)c1ccc(C(Cl)(Cl)Cl)cc1	64
O=c1oc2ccccc2c(O)c1Cc1c(O)c2ccccc2oc1=O	111&103
O=c1[nH]c(Cc2nc(-c3ccc(Cl)cc3)cs2)nc2c(-c3nc4ccccc4s3)c(S)sc12	101
CCC(=O)c1cccc(-c2ccccc2)c1CC	115
CN1CCN(CCNc2nccc(-c3c(-c4ccc(F)c(O)c4)nc4sccn34)n2)S1(=O)=O	93
CCCCN(C)c1nc2c(c(C#N)c1C#N)CCCCC2	125
CC1=C(C(=O)/C=C/c2ccc([N+](=O)[O-])cc2)C(c2ccccc2)NC(=S)N1 (stereo unspecified)	97
CC(C)c1c[nH]c(=O)[nH]c1=O	102
CCC(c1ccccc1)c1nn2c(-c3cccs3)nnc2s1 (stereo unspecified)	109
c1ccc2c(-c3nc(-c4c[nH]c5ncccc45)cs3)c[nH]c2c1	88
COc1cccc2[nH]cc(C(=O)C(=O)Nc3cc(C)on3)c12	104
Cc1ccc(S(=O)(=O)Nc2ccc(-c3cc(-c4cccc(F)c4)c(C#N)c(N)n3)cc2)cc1	-15*
COc1nccnc1NS(=O)(=O)c1ccc(N)cc1	144
Cc1ccc2nc(C(F)(F)F)cc(NN)c2c1	91
CCN1CCN(Cc2ccc(C(=O)Nc3cccc(-c4cn(-c5ccc6oc(=O)ccc6c5)nn4)c3)cc2C(F)(F)F)CC1	28
CC(=O)OCC(=O)COC(C)=O	111
Next entries.
SMILES	HL-60(TB)
CCOC(=O)CC(C(=O)OCC)P(c1ccccc1)c1ccccc1 (stereo unspecified)	101
O=Cc1ncc(-c2ccc(C(F)(F)F)cc2)c(NCCCC(F)(F)C(F)(F)C(F)(F)C(F)(F)C(F)(F)C(F)(F)C(F)(F)C(F)(F)F)n1	98
Cn1c(SCC(=O)c2ccco2)nc2ccccc2c1=O	98
Brc1cc2ccccc2s1	100
O=c1oc2cc(Cl)ccc2n1SC(Cl)(Cl)Cl	98
O=c1c2cnn(-c3ccccc3)c2nc2n1NC(CCl)=NN2	96
CCC(/C=C\C(C)C1CCC2C3CC=C4CC(OC(C)=O)CCC4(C)C3CCC12C)C(C)C (stereo unspecified)	103
O=C(Nc1ccccc1)Nc1ccc(OCC(=O)c2ccc(Cl)cc2)cc1	89
Cc1cc(=O)oc2cc(OCc3cn(CCNc4nc(-c5ccc(Br)cc5)cn5ccnc45)nn3)ccc12	67
c1ccc(C2(c3ccccc3)CCCO2)cc1	28
C=CCOC(=O)C1=C(C)NC2=C(C(=O)CCC2)C1c1cc(OC)ccc1OC (stereo unspecified)	94
CCc1ccc(/C(C#N)=C/C=C/c2ccccc2)cc1	-1.4*
Cc1ccc(NCC(=O)Nc2ccc(-c3nc4ccccc4s3)cc2)cc1	82
CCOC(=O)C(=Cc1ccc(C#N)cc1)C(=O)OCC	-33*
C=CCOC(=O)CC(=O)c1ccccc1	144
CCCc1cc2c(cc1Br)OCO2	103
CC1SC(=S)N(c2ccc(Cl)cc2)C1=O (stereo unspecified)	98&83
CC(C)=CCNc1ncnc2c1ncn2C1OC(COP(=O)(O)O)C(O)C1O (stereo unspecified)	-38*
CCOC(=O)c1noc2c1CCc1c-2cn(Cc2ccccc2)c1-c1ccccc1	42
COc1ccc(-c2cs/c(=N\N=C\c3cccc(C)c3)n2-c2ccccc2)cc1	60
O=C(Cn1nncc1CN1C(=O)CSC1=O)Nc1ccc(F)cc1F	103
O=C(/C=C/c1c(-c2ccccc2)[nH]c2ccccc12)S(=O)(=O)c1ccccc1	-22*
Cc1ccc2c(c1)CC(O)CC1C(=O)N(CCO)CC(=O)N21 (stereo unspecified)	97
N#Cc1c(NC(=O)NCc2ccccc2)sc2c1CCCCC2	-8.5*
Nn1c(Cc2ccccc2)nnc1Cc1ccccc1	99
Continuation:
SMILES	HL-60(TB)
O=c1cc(-c2ccccc2)nc2cc(-c3ccco3)[nH]n12	83
CCOC(=O)CS	113
Cc1cc(Nc2nc(-c3ccncc3)nc3ccccc23)n[nH]1	49
CC(C)(C)c1ccc(C2=NN(c3ccc(S(C)(=O)=O)cc3)C(=O)CC2)cc1	91
C=CCn1c(SCC(=O)c2ccc(Br)cc2)nnc1-c1c[nH]c2ccccc12	92
O=C(CN1CCN(c2ncnc3c2cnn3-c2ccccc2)CC1)Nc1ccccc1	65
COc1c(/C=N\NC(=S)SCc2ccccc2)c(O)cc2oc(C)cc(=O)c12	53
NC(=S)N=Nc1c(O)c2ccccc2c2ccccc12	100
Cc1coc(NS(=O)(=O)c2ccc(N=Nc3c(N)nc(N)nc3N)cc2)c1C	94
COc1ccc(C(=O)/C=C/c2cc(-c3cc(OC)c(OC)c(OC)c3)n[nH]2)cc1F	109
CCCC(=O)C(CCN(C)C)c1ccccn1 (stereo unspecified)	82
O=C(O)c1cccc(Cl)c1	114
N#Cc1cnn2c1ncc1ccccc12	101
CCc1cc2c(cc1C(C)=O)C(C)CCC2(C)CC (stereo unspecified)	97
COC1OC2=NN=C(C)C2C2(C(=O)Nc3ccccc32)C1OC (stereo unspecified)	113
c1ccc(-c2oc3ncn4nc(-c5ccncc5)nc4c3c2-c2ccccc2)cc1	92
Cc1ccc(C)c(Oc2c(/C=N/NC(=O)Cn3c(=O)sc4ccccc43)c(C)nn2-c2ccccc2)c1	61
CCOC(=O)c1nn(CC(O)c2ccccc2)c(NC(=O)Nc2cccc(F)c2)c1C (stereo unspecified)	108
Cc1cc2nc3c4ccccc4n(CCN(C)C)c3nc2cc1C	8.4*
CC(C)/C=N\O	111
CCCCCCCCc1ccc(C(=O)Nc2ccccc2CP(=O)(O)O)cc1	93
COc1cc(-c2cc(N)n(-c3nc4ccccc4[nH]3)n2)c(OC)c2c1OCO2	86
Cc1nn(C)c2ncnc(N/N=C/c3ccccc3)c12	96
O=[N+]([O-])c1ccc(-c2nc3ccccc3s2)cc1	104
Cc1ccc(N=Nc2ccccc2)cc1	86

A portion from further up:
SMILES	HL-60(TB)
O=c1cc(-c2ccccc2)nc2cc(-c3ccco3)[nH]n12	83
CCOC(=O)CS	113
Cc1cc(Nc2nc(-c3ccncc3)nc3ccccc23)n[nH]1	49
CC(C)(C)c1ccc(C2=NN(c3ccc(S(C)(=O)=O)cc3)C(=O)CC2)cc1	91
C=CCn1c(SCC(=O)c2ccc(Br)cc2)nnc1-c1c[nH]c2ccccc12	92
O=C(CN1CCN(c2ncnc3c2cnn3-c2ccccc2)CC1)Nc1ccccc1	65
COc1c(/C=N\NC(=S)SCc2ccccc2)c(O)cc2oc(C)cc(=O)c12	53
NC(=S)N=Nc1c(O)c2ccccc2c2ccccc12	100
Cc1coc(NS(=O)(=O)c2ccc(N=Nc3c(N)nc(N)nc3N)cc2)c1C	94
COc1ccc(C(=O)/C=C/c2cc(-c3cc(OC)c(OC)c(OC)c3)n[nH]2)cc1F	109
CCCC(=O)C(CCN(C)C)c1ccccn1 (stereo unspecified)	82
O=C(O)c1cccc(Cl)c1	114
N#Cc1cnn2c1ncc1ccccc12	101
CCc1cc2c(cc1C(C)=O)C(C)CCC2(C)CC (stereo unspecified)	97
COC1OC2=NN=C(C)C2C2(C(=O)Nc3ccccc32)C1OC (stereo unspecified)	113
c1ccc(-c2oc3ncn4nc(-c5ccncc5)nc4c3c2-c2ccccc2)cc1	92
Cc1ccc(C)c(Oc2c(/C=N/NC(=O)Cn3c(=O)sc4ccccc43)c(C)nn2-c2ccccc2)c1	61
CCOC(=O)c1nn(CC(O)c2ccccc2)c(NC(=O)Nc2cccc(F)c2)c1C (stereo unspecified)	108
Cc1cc2nc3c4ccccc4n(CCN(C)C)c3nc2cc1C	8.4*

Next compounds:
SMILES	HL-60(TB)
C=CC(C)(O)CC/C=C(\CO)C(=O)OC1C(C)OC(O[C@](C)(C=C)CC/C=C(\CO)C(=O)O[C@H]2C[C@@]3(C(=O)OC4OC(CO)C(O)C(O)C4OC4OC(C)C(OC5OC(CO)C(O)C5O)C(OC5OC(CO)C(O)C(O)C5O)C4O)C(CC2(C)C)C2=CCC4[C@@]5(C)CC[C@H](OC6OC(COC7OC(C)C(O)C(O)C7OC7OCC(O)C(O)C7O)C(O)C(O)C6NC(C)=O)C(C)(C)C5CC[C@@]4(C)[C@]2(C)C[C@H]3O)C(O)C1O (stereo partly specified)	-52*
C#CCOc1ccccc1/C=N/Nc1nc(-c2ccc(Cl)cc2)cs1	91
O=C(Nc1cccc(-n2cc(-c3ccncc3)c(-c3ccc(Cl)c(O)c3)n2)c1)c1ccc(Cl)c(C(F)(F)F)c1	196
CCCCNCC(C)C(=O)OC (stereo unspecified)	99
COC(=O)c1nc(=S)[nH]c(C(=O)OC)c1C(=O)c1ccc(O)c(OC)c1	105
CC(=O)Oc1csc(N(C(C)=O)c2cccc(C(F)(F)F)c2)n1	107
C/C=C/C1OCCC(C)O1 (stereo unspecified)	109
COc1ccc(C(=O)c2cc3c(N)c(C(=O)Nc4cccc(Cl)c4C)sc3nc2C)cc1	-61*
Cc1ccc(NC(=S)NNC(=S)NNc2ccccc2)cc1C	20
CCOC(=O)c1c2c(cn1Cc1ccc(OC)c([N+](=O)[O-])c1)-c1oncc1CC2	99
Cc1ccc(-c2nc3cc4nc5ccccc5nc4cc3n2CC(=O)ONN)o1	101
CCc1nc(C(N)=O)c(Nc2ccc(N3CCC(N4CCN(C)CC4)CC3)c(OC)c2)nc1NC1CCOCC1	9.9*
Nc1nc(N)c2c(n1)NC(c1cccc(Nc3ccnc4cc(Cl)ccc34)c1)CC(c1ccc(Cl)cc1)=N2 (stereo unspecified)	96
Nc1ccc(CCCC(=O)NCc2cccnc2)cc1	100
CCOC(=O)c1cc(C(=O)c2ccc(OC)c(OC)c2)n2ncc3ccccc3c12	82
CCCCCCN(CCCCCC)CC(=O)NCCCN1CCN(CCCNC(=O)CN(CCCCCC)CCCCCC)CC1	101
COc1ccc2c(c1)/C(=C/c1cc(-c3ccc(OC)c(OC)c3)n[nH]1)C(=O)N2	43
O=C(O)c1c(O)cccc1O	107
COc1ccc(CSCC(NC(=O)OC(C)(C)C)C(=O)O)cc1 (stereo unspecified)	105
O=C(Nc1cccc(Oc2nnc(Cl)c3ccccc23)c1)Nc1ccc(Cl)c(C(F)(F)F)c1	-17*
COc1ccccc1C1=C(Br)C(=O)c2nc(C)ccc2C1=O	44
O=[N+]([O-])c1ccc(N/N=C\c2cc(Cl)ccc2O)nc1	-2.5*
CCC(=O)c1cccc([N+](=O)[O-])c1	97
COc1ccc(-c2cc(C(=O)Nc3ccc(Br)cc3)nc3[nH]c(=O)sc23)cc1	26
O=C(CCc1nc(-c2cccc(Cl)c2)no1)Nc1ccccn1	102
The results go on.
SMILES	HL-60(TB)
COc1ccc(C2=NNC(c3sc(Cl)nc3Cl)C2)cc1 (stereo unspecified)	86
Clc1ccc(CSc2nnc(-c3ccc(Cl)cc3)n2-c2ccccc2)cc1	91
O=C(O)/C=C\C(=O)Nc1ccc2c(c1)Cc1ccccc1-2	103
CSc1nnc2cc(C)nc(SCc3ccccc3)n12	46
CC[C@H](c1ccc(O)cc1)[C@@H](CC)c1ccc(C)cc1	45
Cc1ccc(NCCNCC(C)(C)O)c2c(=O)c3ccc(Cl)cc3sc12	-48*
Cc1cc(N(CCNc2ccnc3cc(Cl)ccc23)Cc2cccs2)nc(Cl)n1	-72*
CC(=O)N1CCN(c2ccc(OCC3CO[C@](Cn4ccnc4)(c4ccc(Cl)cc4Cl)O3)cc2)CC1 (stereo partly specified)	57
CC(=O)Nc1cccc(-c2[nH]c3ccccc3c2C=C(C#N)C#N)c1	67
CCNC(C)(C)C(=O)c1ccco1	91
O=C(OCc1ccc2c(Cl)cc(Cl)c(O)c2n1)N1CCN(C(=O)c2cc3ccccc3[nH]2)CC1	31
Cn1c(=O)c2c(nc(Br)n2CCC(=O)Nc2ccccc2)n(C)c1=O	92
COc1ccc2oc3c(C)c4c(c(C)c3c2c1)C(=O)N(CCN1CCOCC1)C4=O	91
Cc1cc(NC(=O)COc2ccc(/C=C3/SC(=O)NC3=O)cc2)no1	80
Clc1ccc(C2=Nn3c(N/N=C/c4ccsc4)nnc3SC2)cc1	98
Fc1ccc(-c2nc(-c3c[nH]c4ncccc34)cs2)cc1	124[100 µM]
O=c1oc2ccc(I)cc2c(=O)n1-c1ccc(Br)cc1F	-28*
COc1cc(CN2CCC(N3CCCC3=O)c3ccccc32)cc(OC)c1OC (stereo unspecified)	56
CCOC(=O)C1=C(C)n2nc3n(-c4ccccc4)c(=O)/c(=C\c4ccc(OC)cc4)n3c2=NN1	110
BrCC(Br)C1OCCCO1 (stereo unspecified)	103[100 µM]
O=S(=O)(O)c1ccc2c(O)cc(S(=O)(=O)O)cc2c1	123
O=S(=O)(Oc1ccc(-c2ccc3occc3c2)cc1)c1ccc(F)cc1	99
c1ccc(CCN(CCc2ccccc2)CCN(CCc2ccccc2)CCc2ccccc2)cc1	79
CCCC(CCC)(C[N+](=O)[O-])C[N+](=O)[O-]	109
Clc1ccccc1CN1CCc2sccc2C1	98
New compounds follow.
SMILES	HL-60(TB)
O=[N+]([O-])c1cnccc1-n1nnc2ccccc21	88
Cn1cc(C2=C(c3coc4ccc(F)cc34)C(=O)NC2=O)c2ccccc21	107
Cc1ccc(-n2nc(C)c(N=Nc3ccccc3)c2C)cc1	113
COc1cc(C2=NN(C=O)C(c3c(C)nn(-c4ccccc4)c3N(C)Cc3ccccc3)C2)cc(OC)c1OC (stereo unspecified)	95
NN=C1CCC(=NN)CC1	74
CSc1ccc2c(c1)N(C(=O)/C(C#N)=C/c1ccc3c(c1)OCO3)c1ccccc1S2	103
